Arr AP2 block: blocks beta-arrestin peptide binding to AP2 adaptin; FITC-arrestin peptide / GST-AP2 beads, flow cytometry; AP2 beta2 appendage carries R879A mutation; inhibition, % at 10 µM; 340,000 tested, 0.31% active; AID 504490;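 active = inhibition above a set limit, near 3 SD of compounds lacking own fluorescence, cut at about 54% in these data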;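 note: plate controls were DMSO wells for no effect and 5 µM unlabelled arrestin peptide for full effect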
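System: GST-AP2 R879A glutathione beads. Medium: PBS with 0.05% Tween 20 and 0.1% BSA. Also added: FITC-arrestin peptide, 50 nM. Incubation: 12 min plus 1 h, RT. Measured by: high-throughput flow cytometry of beads, ex 488, em 535 nm. Evaluation: percent drop in bead-associated FITC signal.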
Mot1-301 SUMO: SUMOylation pathway inhibition by Mot1-301 growth rescue; 320,000 tested, 1% active; growth rescue, % at 18.8 µM; AID 2716; S. cerevisiae Mot1-301 growth rescue, ATP luminescence, 38.5C; percent above DMSO median, 100 means doubled;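 active = every valid replicate shows activation above 250% relative to neutral control wells; inactive = the rest, any valid replicate at or below 250%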;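 note: OY570 slx delta 5 strain wells were the positive control but not used for scaling; some compounds called inactive have numbers as strong as hits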
dFosB activator: mouse delta FosB homodimer activation | AID 493131 | 340,000 tested, 0.99% active | activation, % at 25 µM | P13346 | purified delta FosB, TAMRA-CDK5 oligo fluorescence polarization; percent of positive-control signal above neutral wells;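 active = mean activation above about 17%, with every replicate also reaching it, limit read from the data, passing the limit was not always enough; inconclusive = only one of the two conditions met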;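 note: fluorescence polarization rise as delta FosB binds a TAMRA Cdk5 AP-1 oligo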
Target sequence (P13346 whole entry, looked up): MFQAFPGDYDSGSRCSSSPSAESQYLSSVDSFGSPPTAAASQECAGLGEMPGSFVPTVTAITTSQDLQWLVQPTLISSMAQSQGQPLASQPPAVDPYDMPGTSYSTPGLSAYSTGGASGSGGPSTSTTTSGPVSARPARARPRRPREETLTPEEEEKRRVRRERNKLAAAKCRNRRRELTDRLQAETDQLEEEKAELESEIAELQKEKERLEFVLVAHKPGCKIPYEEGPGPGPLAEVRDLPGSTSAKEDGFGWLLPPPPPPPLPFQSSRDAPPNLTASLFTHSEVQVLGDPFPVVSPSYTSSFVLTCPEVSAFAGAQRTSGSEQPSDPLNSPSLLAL
PKA-R2B activ: activates the human PKA-R2B holoenzyme complex; PKA-R2B holoenzyme dissociation, Cy5-IP20 fluorescence polarization; R2B truncated from residue 108, S112A mutant; 0% DMSO only, 100% 113 µM cGMP; P22694+P31323; AID 504700; 340,000 tested, 0.079% active; activation, % at 11.4 µM;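 active = activation above a cutoff set at the mean over all compounds plus 3 SD, cut at about 18% in these data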;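 note: higher means more holoenzyme dissociation and a rise in polarization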
Target sequence (P31323 whole entry, looked up, other chains not shown, the tested form may be a part): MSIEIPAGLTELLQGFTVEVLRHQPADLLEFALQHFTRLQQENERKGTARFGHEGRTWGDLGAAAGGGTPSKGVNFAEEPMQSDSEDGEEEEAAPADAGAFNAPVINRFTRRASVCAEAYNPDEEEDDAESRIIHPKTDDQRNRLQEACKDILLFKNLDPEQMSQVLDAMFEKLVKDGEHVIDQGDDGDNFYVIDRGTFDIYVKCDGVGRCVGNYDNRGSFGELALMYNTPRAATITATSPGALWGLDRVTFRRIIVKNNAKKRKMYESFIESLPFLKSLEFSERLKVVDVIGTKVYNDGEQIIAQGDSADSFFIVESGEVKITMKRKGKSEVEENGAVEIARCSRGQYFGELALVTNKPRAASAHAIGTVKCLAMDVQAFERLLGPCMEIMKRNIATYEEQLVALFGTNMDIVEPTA
DSG3 Ab inh: blocks pemphigus antibody binding to human desmoglein-3; P32926; DSG3-coupled beads, scFv-anti-DSG3-GFP binding, flow cytometry; stronger effect = lower value; binding (percent of control), % at 10 µM; 310,000 tested, 0.48% active;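 active = binding more than 3 SD below its plate's average and above zero; inconclusive = below that plate limit but binding exactly zero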;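 note: hits lower antibody fragment binding to DSG3; some compounds called inactive have numbers as strong as hits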
MITF act: activators of MITF-driven TRPM1 promoter activity in SK-MEL-5 cells | 300,000 tested, 0.75% active | activation, % at 12.5 µM | SK-MEL-5 TRPM1-promoter luciferase, 24 h; % of positive control, neutral wells = 0;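 active = mean activation of at least 80% with every replicate also reaching 80%; inconclusive = mean reaches 80% but some replicate falls short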;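 note: 0% = neutral control wells and 100% = parthenolide positive control wells; values of inactives mirror those of a sister screen read the other way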
NSD2 HMT inh: blocks human histone methyltransferase NSD2 | inhibition, % at 12.5 µM | NSD2 peptide methylation, AlphaScreen, 120 min | AID 743445 | O96028 | 310,000 tested, 0.54% active; in the data active = inhibition above about 50%
SR-BI uptake up: enhances SR-BI lipid uptake from DiI-HDL | CHO ldlA[mSR-BI] cells, DiI-HDL uptake fluorescence, 3 h; 100 = double the neutral-control signal | activation, % at 12.5 µM | 320,000 tested, 0.096% active;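 active = mean replicate activation of at least 60% and every replicate at or above 60%; inconclusive = mean or all-replicate condition met, but not both; inactive = mean below 60% and not all replicates reaching 60%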;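 note: 0% = median plate neutral-control signal and 100% = twice that signal; values of inactives mirror those of a sister screen read the other way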
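Material – SR-BI-overexpressing, LDLR-lacking CHO cells · Medium – BSA-supplemented, HEPES-buffered Ham's F12, pH 7.4 · Doses – single concentration · Times – compound with DiI-HDL co-incubation, 3 h at 37 °C · Measured by – bottom-read fluorescence, 550/595 nm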
PKA-R1A act: activates the PKA-R1A holoenzyme complex. PKA-R1A dissociation, Cy5-IP20 fluorescence polarization; scaled: DMSO 0%, 113 µM cGMP 100%. P00514+P68181. activation, % at 11.4 µM. 340,000 tested, 0.083% active;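 active = percent activation above the mean of all tested compounds plus 3 SD, cut at about 19% in these data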;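 note: higher means more PKAc released from R1A so a rise in polarization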
CDK5 p35 inh: inhibitors of human CDK5/p35 kinase; Q00535+Q15078; Recombinant CDK5/p35, ADP-Glo luminescence, 60 min; inhibition, % at 10 µM; 330,000 tested, 0.01% active; AID 488839;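 active = highest replicate inhibition of at least 50% and at least 75% of replicates reaching 50%; inconclusive = only one of the two criteria met; inactive = both criteria failed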;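 note: plate controls were DMSO neutral control for no effect and GW8510 at 10 µM for full effect; many of its hits are not listed in these tables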
SR-BI DiI inh: mouse SR-BI HDL lipid transfer inhibition | ldlA[mSR-BI] CHO cells, DiI-HDL uptake fluorescence, 3 h | Q61009 | inhibition, % at 12.5 µM | 320,000 tested, 0.96% active;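 active = mean replicate inhibition of at least 70% and a set share of replicates each scoring 70 or more; inconclusive = meets just one of the two criteria; inactive = fails both criteria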;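 note: 0% = median of neutral control wells and 100% = median of positive control wells; values of inactives mirror those of a sister screen read the other way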
Starred values were filed as active, the others as inactive; u = inconclusive; x = not tested or not shown.

Below each SMILES – SR-BI DiI inh	MITF act	Arr AP2 block	dFosB activator	PKA-R2B activ	Mot1-301 SUMO	PKA-R1A act	DSG3 Ab inh	CDK5 p35 inh	SR-BI uptake up	NSD2 HMT inh
#1 CCNc1ccc(Br)cc(C(=O)/C=C/c2c(Cl)cccc2Cl)c1=O
  55	x	28	-2	2	-16	-2	89	-1.7	-55	x
#2 O=C(O)C1CCCCC1C(=O)NCCCN1CCOCC1 (centres undefined)
  -21	-9	1	4	-6	-1	-14	x	-0.1	21	-6
#3 COC(=O)CNc1nc(-c2ccccc2F)nc2ccccc12
  -2	-1	-1	-8	1	-9	-8	110	-1.9	2	-1
#4 O=S(=O)(c1ccc2c(c1)OCCO2)N1CCN(Cc2ccc3c(c2)OCO3)CC1
  13	x	1	-3	-7	6	-7	95	-1.0	-13	2
#5 CCOCCCNC(=O)C(c1ccc(OC)cc1)N(Cc1cccs1)C(=O)c1ccccn1 (centres undefined)
  -10	-9	-7	-7	-5	522*	0	x	0.5	10	x
#6 CCCCCCCCc1nc(=S)[nH][nH]1
  -8	x	29	0	6	x	0	96	3.8	8	-1
#7 COCc1cc(CN2CCN(CCc3ccccc3)C(CCO)C2)ccc1OC (centres undefined)
  -10	x	-6	6	11	-9	9	120	1.3	10	3
#8 O=C(O)CC(CC(=O)Nc1ccccc1C(=O)O)c1ccccc1 (centres undefined)
  -10	-5	6	-2	-18	-3	-4	92	-0.4	10	x
#9 Cc1ccc(NC(=O)NCc2ccccn2)cc1
  -20	9	-6	-4	-5	-7	-13	89	-1.7	20	-3
#10 C[C@H](NC(=O)c1ccco1)C(=O)Nc1ccc(C#N)cc1
  x	9	30	1	6	1	4	105	-2.9	x	0
#11 COc1ccc(OC)c(-n2c(SCC(N)=O)nnc2-c2c[nH]c3ccccc23)c1
  -29	0	22	-2	-3	10	-19	94	-0.1	29	x
#12 CSc1nc(O)c(/C=C2\C=Nc3ccccc32)[nH]1
  26	3	-8	-10	4	-20	-13	x	2.1	-26	5
#13 Brc1ccc(/C=N/Nc2ncnc3c2cnn3Cc2ccccc2)cc1
  10	-14	6	-18	22*	-17	-4	101	1.6	-10	-4
#14 CN(C)CCSc1nnc(-c2ccccc2)o1
  -22	x	24	7	4	x	6	103	-1.1	22	x
#15 Cc1onc(-c2c(Cl)cccc2Cl)c1C(=O)ONC(=O)c1cc(C(F)(F)F)cc(C(F)(F)F)c1
  -7	-2	-4	6	-6	204	-14	x	0.1	7	59*
#16 Cc1cccc(N(C(=O)c2ccco2)C(C(=O)NC2CCCC2)c2ccco2)c1C (centres undefined)
  -23	10	12	-8	-21	x	0	94	0.7	23	2
#17 O=[N+]([O-])c1ccc2nc(-[n+]3c(-c4ccccc4)cc(-c4ccccc4)cc3-c3ccccc3)[nH]c2c1
  8	-33	3	0	-13	-8	-1	94	-0.8	-8	1
#18 CCOC(=O)N1CCC(NC(=O)c2ccc(N3CCC4(CC3)OCCO4)c([N+](=O)[O-])c2)CC1
  24	-11	5	-7	5	2	-7	x	1.0	-24	-2
#19 CC(=O)Nc1ccc(S(=O)(=O)NNC(=O)c2cccc3ccccc23)cc1
  -7	-2	15	-6	-5	-37	3	119	0.9	7	x
#20 COc1ccc(CCN2C(=S)N(C)C(=O)C2CC(=O)Nc2ccc(OC)cc2)cc1 (centres undefined)
  1	18	11	-4	-9	202	6	103	-0.4	-1	-2
#21 CC(Sc1ccsc1[N+](=O)[O-])C(=O)NCc1ccco1 (centres undefined)
  4	20	2	-9	14	5	3	78	-1.1	-4	8
#22 CCOCCCNC(=O)C(c1ccccc1)N(Cc1cccs1)C(=O)c1ccccc1O (centres undefined)
  -7	7	1	-6	8	-1	-11	109	1.7	7	-2
#23 COc1cnc(-c2ccccn2)nc1Oc1cccc(C(F)(F)F)c1
  6	-15	-10	-15	-9	-16	8	97	-3.2	-6	55*
#24 Cc1ccccc1-n1ncc(C(C)NS(=O)(=O)c2ccccc2Cl)c1C (centres undefined)
  -7	-3	11	-7	4	-14	5	108	-1.3	7	2
#25 CC(C)(C)C(=O)Nc1cccc(C(=O)c2cccc(NC(=O)C(C)(C)C)c2)c1
  69	-8	0	-11	-7	23	6	104	-3.8	-69	0
#26 Cc1cc(C)cc(N2C(=O)CC(N3CCOCC3)C2=O)c1 (centres undefined)
  -19	5	-3	2	-4	120	-5	97	0.0	19	-2
#27 CCO/N=C(\C)c1c(O)c(CC)c(-c2ccccc2)n(-c2ccccc2)c1=O
  -2	10	2	-4	-5	-16	-3	112	-7.0	2	-2
#28 O=C(O)c1ccc2cccc(O)c2n1
  -13	x	10	1	x	-17	x	97	-0.1	13	-1
#29 Cn1c(NC(=O)c2ccco2)c(-c2ccccc2)c(=O)c2ccccc21
  -13	x	-3	1	-5	-21	-1	89	4.2	13	1
#30 CCN(CC)S(=O)(=O)c1ccc(N2CCCC2)c(NC(=O)C2CSC3(C)CCC(=O)N23)c1 (centres undefined)
  -16	-10	-2	0	-17	-4	8	99	0.3	16	3
#31 CCOC(=O)c1c(-c2ccccc2)csc1NC(=O)c1nn(CC)cc1Br
  67	19	3	-10	10	15	-4	124	1.2	-67	-2
#32 COC(=O)c1ccc(NC(=S)NC(=O)c2c(Cl)cnn2C)cc1
  -14	-10	0	-9	-17	-2	3	104	-8.1	14	x
#33 COc1cc(/C=C/C(=O)OCC(=O)NCC2CCCCC2)ccc1O
  0	-10	-8	-12	2	3	-6	97	2.8	0	-3
#34 CN(Cc1ccccc1)C(=O)c1cccc(NC(=O)Cc2ccc(NC(=O)C3CCN(C(=O)C4CCC4)CC3)cc2)c1
  92*	1	8	-9	-1	x	-6	97	-0.6	-92	x
#35 COc1ccc(CC(=O)Nc2ccc(-c3noc(-c4ccccc4OC)n3)cc2)cc1
  57	7	1	u	-3	-2	10	101	0.3	-57	-6
#36 CCOC(=O)C1NN=C(C(=O)c2ccccc2)C1c1ccc(OC)cc1 (centres undefined)
  -18	9	-28	-4	x	2	x	102	-0.9	18	0
#37 Cc1ccc(C)c(C2=CSC3=NCCN23)c1
  -1	8	-5	-3	4	27	-3	x	-2.7	1	1
#38 COc1ccc(NC(=O)Cc2nnc(SCC(=O)c3ccc(F)cc3)n2C)cc1
  9	12	-2	1	1	3	-8	101	-0.4	-9	0
#39 O=C(NC1CCCC1)C(c1cc2c(cc1[N+](=O)[O-])OCO2)N1CCCC1 (centres undefined)
  -22	14	17	-2	-3	-7	-5	102	-7.1	22	2
#40 CN(/N=C/c1ccccc1)C(=S)c1ccccc1
  10	x	6	3	-3	-12	-5	113	-0.3	-10	-1
#41 CCc1nnc(NC(=O)OCc2ccccc2)s1
  -5	36	-10	2	-6	68	-8	96	-0.5	5	-5
#42 Cc1ccc(C)c(SCC(=O)NNC(=O)c2csc(N3CCOCC3)n2)c1
  8	8	4	-1	13	-3	2	95	-0.5	-8	-2
#43 CC1(C)NC(=O)N(CCOCCOc2ccccc2)C1=O
  -25	15	-8	-1	-16	-27	0	78	-1.1	25	-6
#44 Cc1cccc(-n2nnnc2SCC(=O)c2cc(C)n(Cc3ccco3)c2C)c1
  0	10	7	21*	17	-5	9	98	0.3	0	1
#45 COc1ccc(C)cc1NC(=O)CN(Cc1nnc(-c2ccc(Cl)cc2)o1)C1CCCC1
  61	8	-5	-15	-7	-15	0	94	-0.3	-61	x
#46 CCCC(=O)c1ccc(N2CCCCC2)c(F)c1
  3	78	0	-7	-1	1	7	99	0.7	-3	1
#47 COc1ccc(-c2ccccc2)cc1NCc1ccccc1C
  -8	31	-19	-10	-13	-7	-6	100	-3.8	8	3
#48 O=C(Cn1c(=O)oc2cc(S(=O)(=O)N3CCCC3)ccc21)Nc1ccccc1Br
  14	2	4	-3	-4	12	-6	100	-1.8	-14	2
#49 CCCN(CC(=O)Nc1ccccc1C)C(=O)C1CCN(S(=O)(=O)c2ccccc2C(F)(F)F)CC1
  37	1	-2	-15	-3	248	-2	96	1.2	-37	-2
#50 Cc1ccc(NC(=O)CSc2nc3[nH]ncc3c(=O)[nH]2)cc1
  -4	-4	0	-8	5	5	7	84	1.4	4	-1
#51 O=C(NCC(=O)N(Cc1ccc(F)cc1)C(C(=O)NCC1CCCO1)c1ccccc1)c1ccco1 (centres undefined)
  -13	-7	4	-3	-17	8	5	x	0.2	13	-6
#52 Cc1cc(N2CCOCC2)ccc1/C=C1\NC(=O)N(Cc2ccccc2)C1=O
  37	-1	-4	-3	2	-16	10	85	-0.1	-37	-2

High-throughput results: PubChem BioAssay, several laboratories
